TDP1 cell noCPT: qHTS for Inhibitors of human tyrosyl-DNA phosphodiesterase 1 (TDP1): qHTS in cells in absence of CPT; Potency, µM (highest dose often 46.2 µM), without a hit: at the top dose activity change, negative = growth inhibition, usual class: inhibitors; DT40 Tdp1-/- hTDP1 cells, no CPT, ATP luminescence, 48 h; hit rate 15% among 420,000; also: nearly all actives have a fitted effect of over 55% in size
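Compound effects on proliferation are scored in DT40 Tdp1-/-;hTDP1 cells in the absence of CPT. ATP levels (CellTiter-Glo luminescence) are recorded after a ≥48 hr, 37 °C incubation.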
TDP1 inh: inhibitors of human tyrosyl-DNA phosphodiesterase TDP1; recombinant TDP1, AlphaScreen DNA substrate cleavage; Potency, µM (series often up to 130 µM), for inactives: at the top dose activity change, negative = inhibition, actives largely listed as inhibitors; hit rate 0.28% among 350,000; also: nearly all actives have a fitted effect of over 40% in size
Target sequence (Q9NUW8 whole entry, looked up): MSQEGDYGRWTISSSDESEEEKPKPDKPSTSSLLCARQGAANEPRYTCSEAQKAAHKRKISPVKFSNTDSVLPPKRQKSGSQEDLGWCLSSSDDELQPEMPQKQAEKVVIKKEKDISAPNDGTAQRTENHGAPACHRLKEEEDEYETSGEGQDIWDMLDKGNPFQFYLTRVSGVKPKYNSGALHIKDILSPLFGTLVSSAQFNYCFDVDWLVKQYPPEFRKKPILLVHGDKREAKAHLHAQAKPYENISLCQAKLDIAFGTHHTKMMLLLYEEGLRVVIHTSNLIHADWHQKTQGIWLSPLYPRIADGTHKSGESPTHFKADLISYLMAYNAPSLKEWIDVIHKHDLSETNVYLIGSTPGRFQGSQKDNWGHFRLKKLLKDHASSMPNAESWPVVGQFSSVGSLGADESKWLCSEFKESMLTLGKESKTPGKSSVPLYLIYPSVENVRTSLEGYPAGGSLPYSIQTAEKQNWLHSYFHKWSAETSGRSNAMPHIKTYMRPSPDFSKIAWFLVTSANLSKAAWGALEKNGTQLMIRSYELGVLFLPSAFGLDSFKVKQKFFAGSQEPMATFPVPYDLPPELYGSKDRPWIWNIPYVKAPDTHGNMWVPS
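Recombinant human Tdp1 (E. coli-expressed, 1 nM final) preincubated with compounds 15 min at room temperature, then 5'-biotin/3'-phosphotyrosine-FITC DNA substrate (15 nM final) added for 5 min. AlphaScreen beads (10 ug/ml final) added 10 min; cleavage lowers signal.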
TDP1 cell CPT: growth inhibition of DT40 Tdp1-/-;hTDP1 cells with camptothecin (screen for TDP1 inhibitors). chicken DT40 Tdp1-/-;hTDP1 cells + 20 nM CPT, ATP luminescence, 48 h. Potency, µM (highest dose often 46.2 µM), for the others: at the highest dose activity change, negative = growth inhibition, actives largely listed as inhibitors. hit rate 12% among 420,000. AID 686979; also: nearly all actives have a fitted effect of over 55% in size
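Cell growth measured by CellTiter-Glo luminescence after a minimum 48 h, 37 C compound exposure with 20 nM CPT in Tdp1-knockout DT40 cells stably expressing hTDP1, seeded 400/well; qHTS titration format.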
* = called active by the depositor; ? = inconclusive; / = not tested or not shown; & = joins results of further samples; [ ] = another dose, or the depositor's remark. Calls follow the shape of the dose curve; as a rule, active = well fitted curve in the direction sought with a large enough effect; inconclusive = small, poorly fitted or top-dose-only effect, or another doubt; inactive = no such curve, though single readings can be large; an effect the other way counts as inactive or inconclusive. % is scaled to controls: 0 for no effect and ±100 for the full control effect; potency is read from the fitted curve at half-maximal effect.

Values in the order: TDP1 cell noCPT, TDP1 cell CPT, TDP1 inh
> Cc1[nH]ncc1-c1ccccc1Cl
  -17%, 1%, 7%
> COc1cc(C2NC(=O)C(C#N)=C(S)N2c2ccccc2)ccc1OC(C)C (stereo not drawn)
  ?, ?, 0%
> OC1(c2cccc(C(F)(F)F)c2)CCN(c2ncnc3c2[nH]c2ccccc23)CC1
  21µM*, 23µM*, 4%
> CCOC(=O)C[C@H]1c2cc(F)ccc2S(=O)(=O)N1Cc1ccc(OC)cc1
  ?, ?, /
> Fc1ccccc1N1CCN(C(c2ccnc3ccccc23)c2nnnn2-c2ccc3c(c2)OCCO3)CC1 (stereo not drawn)
  21µM*, ?, /
> CN(CC(=O)O)S(=O)(=O)c1cccs1
  -15%, -27%, 0%
> CCN1C(=NCc2ccco2)N[C@@H](c2cccc(F)c2)C(C(=O)OC)=C1C
  -4%, -29%, /
> CCCC12CN3CCN(CC(C3)/C1=N\NC(=O)c1ccc(C(C)(C)C)cc1)C2
  -6%, -16%, 0%
> O=C(CSc1ncnc2c1cnn2-c1ccccc1)NC1CCCC1
  23µM*, 18µM*, /
> N#Cc1ccc(CN2CC3(CCN(C(=O)c4cnccn4)CC3)C2)cc1
  0%, -1%, /
> C=CCn1c(-c2c[nH]c3ccccc23)n[nH]c1=S
  -4%, -1%, 9%
> CCc1ccccc1OCCCCN1CCCC1
  -34%, -24%, -5%
> CCOc1ccc2[nH]c(=O)c(CN(CCc3ccccc3)C(=O)N3CCCC3)cc2c1
  ?, 13µM*, 4%
> COc1ccc([C@@H]2CC=C(C(=O)O)[C@H](c3ccccc3F)N2S(=O)(=O)c2ccccc2C)cc1
  6%, -5%, 4%
> Cc1ccc(N2CCN(C(=O)c3c(C)oc4ncnc(N5CCCCC5)c34)CC2)c(C)c1
  7.3µM*, 16µM*, -1%
> Cc1ccn2c(=O)c(C(=O)NCc3ccccc3Cl)c(O)nc2c1
  -19%, 5%, 1%
> C=CCn1c(SCC(=O)Nc2ccc(S(N)(=O)=O)cc2)nnc1-c1cnccn1
  1%, -13%, 3%
> Cc1ccn2cc(-c3cccc(NC(=O)c4cccs4)c3)nc2c1
  21µM*, ?, 1%
> COc1ccccc1N1CCN(C(=O)CSc2n[nH]c(-c3ccccc3)n2)CC1
  ?, ?, 8%
> COc1ccc(-c2csc(NC(=O)c3ccccc3Br)c2C(=O)O)cc1
  1%, 2%, /
> CCC1(C2CCN(Cc3cccnc3)CC2)NC(=O)N(CC2COc3ccccc3O2)C1=O (stereo not drawn)
  -22%, -6%[9.04 µM], /
> O=C(c1ccc(C(F)(F)F)cc1)N1CCC(=O)N(C(CO)Cc2ccccc2)CC1 (stereo not drawn)
  ?, ?, /
> Cc1ccccc1N=Cc1ccc[nH]1
  4%, -1%, /
> CC(C)N1C(=O)CCC1C(=O)N1CCN(c2ccccn2)CC1 (stereo not drawn)
  -5%, -4%, -1%
> COc1ccc(NS(=O)(=O)c2cc(N)ccc2N2CCCCC2)cc1
  -12%, ?, 6%
> CC(=O)Nc1cccc(C(=O)OCC(=O)N2CCC(c3ccccc3)=N2)c1
  -23%, -10%, /
> COc1ccccc1NC(=O)Cc1noc(CSc2nnc(C)n2C)n1
  15%, 6%, -8%
> Nc1nonc1-n1nnc(C(=O)N/N=C/c2ccoc2)c1CSc1ccc(Cl)cc1
  -22%, -10%, 4%
> CCC12C(=O)C(CC)(C(c3ccccc3)=C1c1ccccc1)[C@@H]1C(=O)N(c3ccc(C)cc3)C(=O)C12 (stereo partly drawn)
  -42%, ?, 8%
> Cc1cc(N(CCO)CCO)ccc1N=Nc1cc(F)ccc1F
  ?, ?, 10%

Ordered by SMILES length (ascending): part of the list above
Values in the order: TDP1 cell noCPT, TDP1 cell CPT, TDP1 inh
> C=CCn1c(-c2c[nH]c3ccccc23)n[nH]c1=S
  -4%, -1%, 9%
> O=C(CSc1ncnc2c1cnn2-c1ccccc1)NC1CCCC1
  23µM*, 18µM*, /
> COc1ccccc1NC(=O)Cc1noc(CSc2nnc(C)n2C)n1
  15%, 6%, -8%
> Cc1ccn2c(=O)c(C(=O)NCc3ccccc3Cl)c(O)nc2c1
  -19%, 5%, 1%
> CCCC12CN3CCN(CC(C3)/C1=N\NC(=O)c1ccc(C(C)(C)C)cc1)C2
  -6%, -16%, 0%

Full records from above:
Nc1nonc1-n1nnc(C(=O)N/N=C/c2ccoc2)c1CSc1ccc(Cl)cc1 is entered as TDP1 cell noCPT: -22%; TDP1 cell CPT: -10%; TDP1 inh: 4%
OC1(c2cccc(C(F)(F)F)c2)CCN(c2ncnc3c2[nH]c2ccccc23)CC1 is entered as TDP1 cell noCPT: 21µM*; TDP1 cell CPT: 23µM*; TDP1 inh: 4%

Returning to the listing, repeating the 2 entries before the break.
Values in the order: TDP1 cell noCPT, TDP1 cell CPT, TDP1 inh
> CCC12C(=O)C(CC)(C(c3ccccc3)=C1c1ccccc1)[C@@H]1C(=O)N(c3ccc(C)cc3)C(=O)C12 (stereo partly drawn)
  -42%, ?, 8%
> Cc1cc(N(CCO)CCO)ccc1N=Nc1cc(F)ccc1F
  ?, ?, 10%
> COc1ccc(/C=C/C=N/NC(=O)COc2ccc(OC)cc2)cc1
  -12%, 1%, 5%
> COC(=O)c1ccc(Cn2c(SCc3ccccc3)nc3ccncc32)cc1
  21µM*, ?, 7%
> CC(OC(=O)c1ccc2c(=O)n3c(nc2c1)CCCCC3)C(=O)Nc1ccc(F)cc1Cl (stereo not drawn)
  -20%, 4%, 5%
> Cc1cccc(/N=C/c2sc3ccccc3c2O)n1
  ?, -22%, 6%
> COc1ccccc1-n1nnnc1SCC(=O)NC1CCCCC1
  -15%, -5%, /
> O=C(CN1CCN(S(=O)(=O)c2ccc(Br)cc2)CC1)c1ccc(O)c(O)c1
  7.3µM*, 18µM*, 4%
> Cc1ccccc1OCC(=O)N(Cc1ccc(C(C)C)cc1)C1CCS(=O)(=O)C1 (stereo not drawn)
  ?, ?, -1%
> Cc1ccccc1N1C(S)=C(C#N)C(=O)NC12CCCCC2
  -19%, -6%, 0%
> CC(C)(C)S(=O)(=O)/C(C#N)=N/Nc1ccc(S(C)(=O)=O)cc1
  -6%, -4%, -2%
> NC(=O)NN=C1CC2CC1C1C=CCC21 (stereo not drawn)
  -26%, -2%, /
> CCOC(=O)C1=C(N)OC2=C(C(=O)CCC2)C1c1ccco1 (stereo not drawn)
  4%, 0%, -2%
> Cc1ccc(C=C2C=C(c3ccccc3)OC2=O)cc1
  26µM*, ?, /
> CCC1CCC(C(=O)NC(C(=O)NCCc2ccc(S(N)(=O)=O)cc2)C(C)C)CC1 (stereo not drawn)
  -12%, -11%, /
> CCC(C)CNC(=O)c1cccc(OC2CCN(CC(C)(C)C)CC2)c1 (stereo not drawn)
  29µM*, ?, /
> Cc1nnc(N2CCCC(C(=O)NCc3cccc(F)c3)C2)c2nn(-c3ccccc3)c(C)c12 (stereo not drawn)
  13µM*, ?, 4%
> Cc1ccc(-c2cc(C(=O)Nc3c(C)n(C)n(-c4ccccc4)c3=O)[nH]n2)c(O)c1
  -2%, -3%, 6%
> O=S(=O)(c1ccc(Cl)cc1)n1cnc2ccccc21
  -15%, 16%, /
> Oc1c(CN2CCN(c3ccccc3)CC2)cc(Br)c2cccnc12
  3.3µM*, 5.2µM*, /
> Cc1ccccc1OCC(=O)NCCCNC(=O)c1ccncc1
  2%, -3%, 3%[0.0935 µM]
> CCCCn1cnc2c(SCCc3ccccc3)nc(N)nc21
  ?, -21%, /
> C#Cc1cccc(C(=O)N2CCCC(Nc3cccc(F)c3)C2)c1 (stereo not drawn)
  4%, -10%, 2%
> CCCC(=O)O[C@@H]1C[C@@H](C)N(C(=O)c2ccccc2)c2ccc(C)cc21
  21µM*, 21µM*, -3%
> COc1ccc(OC)c(/C=C/C(=O)c2ccc3c(c2)OCCO3)c1
  ?, ?, /
> COC(=O)c1cc(C(=O)Nn2cnnc2)cc([N+](=O)[O-])c1
  0%, 1%, 2%
> C[C@]12CC[C@H](O)CC1=CCC1C2CC[C@@]2(C)C1CCC21OCCO1 (stereo partly drawn)
  ?, ?, 0%
> N=c1n(CCCOc2ccc(F)cc2)c2ccccc2n1CC(N)=O
  ?, ?, /
> COc1ccc(Cl)c2c1[nH]c1nc(SCc3cccnc3)nnc12
  -11%, 1%, 0%
> Cc1ccc(S(=O)(=O)Nc2ncnc3ccccc23)cc1
  ?, -13%, 0%
> Cc1cccc(Cn2c(=O)n(CC3CCC(C(=O)NC(C)C)CC3)c(=O)c3sccc32)c1 (stereo not drawn)
  4%, 2%, 7%
> COc1ccc(OCC(=O)Nc2sc3c(c2C(=O)NCC2CCCO2)CCC3)cc1 (stereo not drawn)
  ?, ?, 4%

(next part)
Values in the order: TDP1 cell noCPT, TDP1 cell CPT, TDP1 inh
> CCS(=O)(=O)N1CCC(NC(=O)c2ccco2)CC1
  9%, -1%, -2%
> COc1ccccc1C(=O)COC(=O)c1cc([N+](=O)[O-])ccc1N1CCOCC1
  ?, ?, 7%
> Cc1nn(C)cc1S(=O)(=O)N1CCN(c2ccc(F)cc2)CC1
  8%, -1%, 1%
> CC(Cc1c[nH]c2ccccc12)NC(=O)OCCCl (stereo not drawn)
  ?, ?, 5%
> N/C(Cc1ccc([N+](=O)[O-])cc1)=N\OC(=O)c1ccc([N+](=O)[O-])cc1
  ?, ?, 9%
> COc1ccc(C2OC3C(CO)OC(n4cnc5c(=O)[nH]c(N)nc54)C3O2)cc1 (stereo not drawn)
  0%, 0%, 8%[56.1 µM]
> COC(=O)CN1C(=O)C2(OCCCO2)c2ccccc21
  -14%, -3%, 0%
> O=C(OCC(=O)N1CCc2ccccc21)c1ccc[nH]c1=O
  1%, 3%, -2%
> CS(=O)(=O)N1CCCCC1c1cc(C(=O)NCc2ccc(F)cc2)no1 (stereo not drawn)
  -26%, -29%, /
> Fc1ccc(-c2nc(-c3cccs3)c(-c3cccs3)[nH]2)cc1
  ?, ?, 0%
> c1ccc(-c2ncnc3ccccc23)cc1
  -21%, -21%, /
> CCOC(=O)[C@H](CCc1ccccc1)N[C@@H](C)C(=O)N1[C@H](C(=O)O)C[C@@H]2CCC[C@@H]21
  3%&10%, -7%&1%, /
> Cc1[nH]nc(S(=O)CC(=O)O)c1[N+](=O)[O-] (stereo not drawn)
  -9%, 3%, -6%
> COc1cc(C(=O)Nc2ccc(N3CCCS3(=O)=O)cc2)c([N+](=O)[O-])cc1OC
  -14%, -5%, /
> Cc1cccn2c(=O)c(C=O)c(Cl)nc12
  2.3µM*, 2.6µM*, 6%
> COC(=O)c1c(NC(=O)Cc2ccccc2)sc2c1C(C(=O)OC)CC2 (stereo not drawn)
  ?, ?, 8%
> CCCSC1=C(C#N)C(c2ccccc2C)C(C(=O)OC)C(=O)N1 (stereo not drawn)
  -12%, -19%, 3%
> CCOC(=O)Cn1cnc2c(cnn2-c2ccc(C)c(C)c2)c1=O
  -7%, -11%, 3%
> O=C(O)c1cccc2[nH]c(C(F)(F)F)nc12
  -4%, 6%, -4%
> C[C@H](CO)N1C[C@H](C)[C@@H](CN(C)C(=O)NC2CCCCC2)Oc2ccc(NC(=O)C3CC3)cc2C1=O
  -18%, -9%, /
> Cc1cc(C)cc(NC(=O)c2c(C)oc3nc(C)nc(N4CCCC4)c23)c1
  -19%, ?, 5%
> C=CC#CC1(O)CC(C)N(C)CC1C (stereo not drawn)
  1%, 19%, -2%
> Cn1c(SCC(=O)N/N=C/c2cccs2)nc2ccccc21
  -25%, -12%, 3%
> CCOC(=O)c1c(C)n(S(=O)(=O)c2ccc(C)cc2)c2ccc(NS(=O)(=O)c3ccc(C)cc3)cc12
  21µM*, 18µM*, /
> N#CCc1ccc(NS(=O)(=O)c2ccc(N3CCCC3=O)cc2)cc1
  ?, 13µM*, -3%
> Cc1cc(C)c2nc(NC(=O)c3ccc4c(c3)OCO4)sc2c1
  -20%, ?, 3%
> CCn1c(=O)c2cc(C(=O)N(C)c3ccccc3F)sc2c2ccccc21
  15µM*, ?, 6%
> CCC(C)NC(=O)CCc1nc2ccccc2n1-c1ccccc1 (stereo not drawn)
  ?, ?, 3%
> Cc1ccc(-c2nc(N)sc2-c2ccc(C)cc2)cc1
  16µM*, ?, 5%
> Cc1nc2ccccc2n1CC(=O)NC(C)C1CC2CCC1C2 (stereo not drawn)
  0.92µM*, 1.5µM*, -5%

Outcome played no part in choosing rows; 18% or so of the library scored in one or more.
